NLRP3 yeast inh: blocks the NALP3 inflammasome reconstituted in yeast | 0.39% of 330,000 active | Yeast reconstituted NLRP3/ASC/caspase-1, beta-gal luminescence, 24 h | inhibition, % at 10 µM | AID 2825;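 active = inhibition of 50% or more; inactive = inhibition below 50%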;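 also: plate controls were induced DMSO wells for no effect and uninduced yeast grown without galactose for full effect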
tim10-1 inh: inhibits growth of tim10-1 mutant yeast; S. cerevisiae tim10-1 ts strain growth, BacTiter-Glo, 24 h; inhibition, % at 20 µM; 2.2% of 330,000 active; AID 463190;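 active = inhibition of at least 40%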;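 also: mutant grown at 25 °C; 0% = DMSO wells with yeast and 100% = wells holding no yeast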
GRIN3A LBD mod: NR3A (human) ligand-binding domain modulation; NR3A LBD differential scanning fluorimetry, Tm shift; 0% = protein alone, 100% = glycine-bound protein; Tm shift relative to glycine control, % at 25 µM; 2.5% of 340,000 active;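 active = melting temperature shift of at least 10% of the positive control shift, at one fixed dose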
MIN6 prolif: induces beta-cell replication in MIN6 cells | proliferation, % at 10 µM | MIN6 cells proliferation, ATPlite luminescence, 48 h; cells starved in 0.2% serum; 100% = growth in 10% serum | 0.29% of 330,000 active;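 active = compounds whose signal lies at least 3.5 SD above the mean of all wells on their plate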;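 also: 0% = DMSO-treated cells in low-serum medium and 100% = 10% serum control; some compounds called inactive have numbers as strong as hits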
MPTP inh: blocks calcium-induced mitochondrial swelling; isolated mouse mitochondria, Ca2+ swelling absorbance, 30 min; inhibition, % at 10 µM; 1.4% of 360,000 active;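 active = inhibition of 50% or more, scaled per plate between neutral and stimulator controls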;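 also: 0% = DMSO wells given calcium and 100% = 1 mM EGTA wells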
tim23-1 inh: inhibits growth of tim23-1 mutant yeast; S. cerevisiae tim23-1 growth, BacTiter-Glo luminescence, 24 h; inhibition, % at 20 µM; 1.3% of 330,000 active; AID 463212;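 active = growth inhibition of the mutant yeast at or above 50%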;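 also: temperature-sensitive mutant grown at 25 °C; plate controls were DMSO-treated mutant yeast for no effect and medium wells lacking yeast for full effect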
TIM10 inh: growth inhibitors of TIM10 yeast strain. S. cerevisiae TIM10 strain growth, BacTiter-Glo luminescence, 24 h. inhibition, % at 10 µM. 1.4% of 330,000 active;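 active = inhibition of 40% or more at the single tested concentration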;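 also: wild-type TIM10 isogenic control strain grown at permissive 25 °C; 0% = DMSO yeast wells and 100% = minimal medium wells without yeast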
APJ agonist: agonists of human APJ apelin receptor | P35414 | CHO-K1 APJ PathHunter beta-arrestin, luminescence; 0% DMSO wells, 100% apelin | activation, % at 20 µM | 0.11% of 330,000 active;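 active = activation more than six SD over the plate average, tested at 20 µM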;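 also: 0% = DMSO alone and 100% = apelin-13 at 10 nM; some results filed as inactive read as strong as hits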
Target sequence (P35414 whole entry, looked up): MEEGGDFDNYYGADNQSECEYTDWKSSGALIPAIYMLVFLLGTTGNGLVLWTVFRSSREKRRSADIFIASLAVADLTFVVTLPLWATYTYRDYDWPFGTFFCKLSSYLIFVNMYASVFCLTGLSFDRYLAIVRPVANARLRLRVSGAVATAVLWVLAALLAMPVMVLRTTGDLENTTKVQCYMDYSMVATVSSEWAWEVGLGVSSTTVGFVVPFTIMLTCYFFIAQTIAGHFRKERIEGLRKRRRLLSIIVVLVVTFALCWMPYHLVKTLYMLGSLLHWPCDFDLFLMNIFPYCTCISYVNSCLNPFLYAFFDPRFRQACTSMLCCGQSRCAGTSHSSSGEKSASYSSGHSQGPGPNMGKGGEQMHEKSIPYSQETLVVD
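system = engineered CHO-K1 APJ arrestin reporter cells | input = 1000 cells per well | timing = overnight seeding, 90 min compound at 25 °C, 1 h detection | measured by = enzyme-fragment complementation luminescence | read-out = beta-arrestin recruitment to APJ as agonist activity, luminescent signal | control set = negative DMSO alone, positive Apelin-13 at 10 nM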
APJ antag: blocks the human apelin receptor APJ. CHO-K1 APJ beta-arrestin complementation, luminescence. inhibition, % at 20 µM. 0.32% of 330,000 active. AID 2521;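 active = inhibition above about 40% at 20 µM, limit read from the data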;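 also: cells challenged with 10 nM apelin-13 agonist together with compound; plate controls were apelin-13 plus DMSO wells for no effect and DMSO wells lacking apelin-13 for full effect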
Numbers without * were called inactive; · = no result given.

SMILES | NLRP3 yeast inh | tim10-1 inh | GRIN3A LBD mod | MIN6 prolif | MPTP inh | tim23-1 inh | TIM10 inh | APJ agonist | APJ antag
O=C(CN1CCN(c2nc(-c3ccc(F)cc3)cs2)CC1)NCc1ccc2c(c1)OCO2 | 6.8 | 28.9 | -2.0 | -5.0 | -0.7 | 18.0 | 22.2 | -1.8 | 1.6
CCOc1ccc(S(=O)(=O)N(CC(=O)NC2CCCC2)c2ccc(F)cc2)cc1 | -0.8 | 24.4 | 0.4 | -4.1 | 0.4 | 32.8 | 6.5 | 0.2 | 7.7
O=c1c(-c2ccccc2)c(-c2ccccc2)oc2cc(O)cc(O)c12 | -16.4 | 21.8 | 19.5* | -3.0 | 1.1 | 54.6* | 30.5 | -1.8 | 9.7
CC1CCN(S(=O)(=O)c2ccc(NC(=O)CN3CCCCCC3)cc2)CC1 | 10.7 | 2.4 | -4.7 | -3.2 | -0.4 | -3.2 | 3.3 | -2.6 | -43.7
Cc1cc(-c2ccc(S(=O)(=O)NCc3ccc(F)cc3)cc2)on1 | -11.3 | 12.6 | 0.4 | 0.4 | -0.4 | 14.5 | -1.4 | 8.3 | -1.2
CC(=O)NCCC1CCN(C(=O)c2cc(COc3ccc(C)nc3)on2)CC1 | 6.4 | -2.2 | -2.6 | -2.0 | 0.0 | -7.6 | -6.5 | -1.4 | 21.3
C[C@@H]1C[C@@H]2OC(=O)[C@]3(C)[C@H]2[C@@H](OC3(C)O)[C@]2(C)C(=O)CC[C@H]12 (stereo partly specified) | 2.2 | 1.2 | · | 10.8* | · | 3.1 | -1.4 | -0.7 | 12.3
Cc1ccc(S(=O)(=O)Nc2ccc3cn[nH]c3c2)cc1C | 11.3 | -1.8 | -3.2 | -1.2 | 0.8 | 1.1 | -1.8 | -4.5 | -6.6
Cc1c(NS(=O)(=O)c2ccc(NC3CCCC3)c([N+](=O)[O-])c2)c(=O)n(-c2ccccc2)n1C | 15.8 | 10.3 | 2.8 | 0.0 | 0.7 | -5.8 | 7.4 | -2.0 | 7.4
Cc1sc2ncnc(N3CCCCC3)c2c1C | 19.0 | 19.5 | -1.1 | -0.3 | 1.1 | 39.5 | 4.5 | -2.7 | -21.1
Cc1cc(C)nc(N2CCCC(C(=O)NC(C)C)C2)n1 (stereo unspecified) | 16.8 | 1.6 | -1.9 | -1.9 | -0.1 | 6.5 | -1.8 | -3.4 | 7.5
CCCOc1ccc(C(=O)C(c2ccccc2)N2CCOCC2)cc1 (stereo unspecified) | 11.0 | -1.7 | 1.5 | 5.2 | -2.3 | -8.9 | -17.9 | -2.9 | -10.2
CC(CCc1ccccc1)NC(=O)C(=O)Nc1ccccc1 (stereo unspecified) | 29.7 | -0.1 | 0.1 | 0.0 | -2.4 | 3.5 | 8.4 | -1.4 | 5.7
COc1ccc(S(=O)(=O)N2CCC(C(=O)N[C@H](C(=O)NC3CCCC3)C(C)C)CC2)cc1 | 5.4 | 1.1 | 0.7 | -2.1 | -3.3 | -13.6 | -6.8 | 4.2 | -1.9
FC(F)(F)c1cccc(CN2CCSCC2)c1 | 17.7 | 5.1 | 0.0 | 0.2 | 3.6 | 7.5 | -10.5 | 0.9 | 22.4
O=C(NCCc1nc2ccccc2[nH]1)/C(=C/c1ccc2c(c1)OCO2)NC(=O)c1ccccc1Cl | 1.1 | 12.5 | -0.1 | 0.0 | -0.3 | 0.7 | -1.2 | -2.5 | 16.4
O=C1CCC(C(=O)N2CCOCC2)CN1Cc1cccc(C(F)(F)F)c1 (stereo unspecified) | 14.2 | 17.8 | -0.2 | -3.3 | 1.9 | 8.8 | -9.5 | -4.9 | 2.8
O=C(O)Cc1ccc(NC(=O)C2CCCCC2C(=O)O)cc1 (stereo unspecified) | -9.1 | 11.8 | 1.7 | 1.2 | -0.5 | -4.7 | -4.8 | -3.2 | 13.1
O=C(O)c1ccc(N=Nc2c(O)[nH]c3ccccc23)cc1 | 23.7 | 19.1 | 2.0 | -2.4 | -1.9 | 21.2 | 13.6 | -2.4 | 18.0
Cc1cccc(-c2cc(C(=O)Nc3sc(C)c(C)c3C(N)=O)c3ccccc3n2)c1 | 10.2 | 30.3 | 14.7* | -4.2 | -0.8 | 31.9 | 12.0 | -4.2 | 13.6
Cc1cccc(N/C=C/C(=O)c2cccs2)c1C | 15.1 | 12.6 | -30.1 | 0.0 | 20.3 | 29.8 | 18.1 | -2.0 | -8.5
COc1ccc(/C=N/NC(=O)c2ccc(NC(=O)c3ccccc3Br)cc2)cc1 | -10.3 | -11.6 | 26.7* | -4.5 | -0.6 | 0.9 | -5.9 | -0.4 | 4.4
CCn1c(C)c(P(=O)(N2CCOCC2)N2CCOCC2)c2ccccc21 | -3.4 | 0.4 | 1.7 | -0.8 | -0.5 | 0.4 | -5.3 | -1.9 | 13.1
O=c1[nH]c(/C=C/c2cccc([N+](=O)[O-])c2)c([N+](=O)[O-])c(=O)[nH]1 | 8.3 | -0.9 | -2.4 | -1.2 | -4.6 | 6.1 | 10.2 | -1.3 | 16.0
Cc1ccccc1Nc1c(-c2cccnc2)nc2ccccn12 | -5.0 | -39.1 | -0.9 | 1.1 | 0.1 | -6.5 | -21.0 | -2.3 | 15.2

In a second layout: entries from further up
Molecule	NLRP3 yeast inh	tim10-1 inh	GRIN3A LBD mod	MIN6 prolif	MPTP inh	tim23-1 inh	TIM10 inh	APJ agonist	APJ antag
O=C(NCCc1nc2ccccc2[nH]1)/C(=C/c1ccc2c(c1)OCO2)NC(=O)c1ccccc1Cl	1.1	12.5	-0.1	0.0	-0.3	0.7	-1.2	-2.5	16.4
O=C1CCC(C(=O)N2CCOCC2)CN1Cc1cccc(C(F)(F)F)c1 (stereo unspecified)	14.2	17.8	-0.2	-3.3	1.9	8.8	-9.5	-4.9	2.8
O=C(O)Cc1ccc(NC(=O)C2CCCCC2C(=O)O)cc1 (stereo unspecified)	-9.1	11.8	1.7	1.2	-0.5	-4.7	-4.8	-3.2	13.1

Carrying on:
SMILES | NLRP3 yeast inh | tim10-1 inh | GRIN3A LBD mod | MIN6 prolif | MPTP inh | tim23-1 inh | TIM10 inh | APJ agonist | APJ antag
Cc1nnc(SCC(=O)N2CCCC2)n1-c1ccc(F)cc1 | -12.3 | 11.3 | 3.6 | -0.6 | 3.0 | 2.9 | -4.7 | -1.2 | -8.2
CCc1ccc(-c2nc(SCC(=O)NC3CCCC3)n[nH]2)cc1 | 8.6 | 11.5 | -0.8 | 1.4 | 1.1 | 18.8 | 15.6 | 0.9 | 6.9
CC1CC(C)CN(C(=O)C2CCN(S(=O)(=O)c3cccc4cccnc34)CC2)C1 (stereo unspecified) | 8.5 | 7.3 | -0.2 | -0.4 | 0.1 | 0.3 | 3.8 | 2.3 | 4.7
Cc1ccc(NC(=O)CSc2nnc(C(F)(F)F)n2C)cc1[N+](=O)[O-] | 5.3 | 10.1 | -1.1 | 2.2 | 5.3 | 9.3 | 2.3 | -4.8 | 5.7
NC(=S)N/N=C/c1ccc(-c2ccc([N+](=O)[O-])cc2)o1 | 0.5 | -12.0 | 1.6 | -4.2 | -2.0 | -10.8 | 15.0 | -0.5 | -4.3
CCOC(=O)C1=C(CN2CCc3ccccc32)NC(=O)NC1c1cccc([N+](=O)[O-])c1 (stereo unspecified) | 2.1 | 15.8 | -11.3 | -4.8 | 0.0 | 21.9 | 25.4 | -2.7 | 2.0
O=C1CN(C(=O)/C=C/c2ccc(Cl)cc2Cl)CCN1 | 6.5 | 5.6 | -1.5 | -2.1 | -3.1 | 7.6 | 8.7 | -5.3 | 11.8
COc1ccc(C2CCCN2C(=S)Nc2cccc(Cl)c2C)cc1OC (stereo unspecified) | 2.1 | 11.2 | 0.5 | -3.0 | 0.7 | 34.0 | 12.2 | -1.0 | -7.1
CCC(=O)Nc1cc2c(cc1C(=O)c1ccccc1)OCCO2 | -1.7 | 8.7 | -0.8 | -2.0 | 0.5 | 20.0 | 17.6 | 1.5 | -9.3
CSc1ccc(CN2CCN(C(=O)c3ccncc3)CC2)cc1 | 23.8 | -5.8 | -1.1 | -1.1 | -0.8 | 4.0 | 0.8 | -1.7 | -30.0
COc1ccccc1NC(=O)Nc1nnc(-c2ccco2)s1 | 11.3 | 7.9 | · | -3.3 | · | 0.5 | 8.3 | 2.0 | 5.2
COc1ccc(N(CC(=O)N2CCCCCC2)S(=O)(=O)c2ccccc2)cc1 | 16.9 | 11.1 | 2.8 | -1.6 | 1.8 | 20.7 | 8.9 | 0.1 | 2.9
CC(=O)Nc1ccc(NC(=O)COc2ccc(Br)cc2C)cc1 | 12.0 | 14.3 | -11.2 | 0.0 | -0.2 | 12.7 | -8.4 | -0.1 | 1.0
O=C(O)c1ccc(S(=O)(=O)N2CCC(c3nc(-c4ccccc4Cl)no3)CC2)cc1 | -4.4 | 0.3 | 5.1 | -1.5 | -0.8 | 4.9 | -11.5 | -3.9 | 21.8
CCCc1nn(C)c2c1C(c1cccnc1)C(C#N)=C(N)O2 (stereo unspecified) | 11.3 | 41.1* | -12.3 | 0.7 | -0.5 | 28.6 | 2.9 | 0.2 | 17.8
COc1ccc(NS(=O)(=O)c2csc(C(=O)Nc3ccccc3)c2)cc1 | 7.2 | -3.3 | -4.8 | -1.0 | 6.1 | -2.1 | 5.9 | -2.6 | -0.3
Cc1ccccc1NC(=O)N1CCCC(c2nc(-c3ccc(F)cc3)no2)C1 (stereo unspecified) | 4.5 | 29.0 | 0.8 | -1.4 | 0.6 | 40.5 | 27.4 | -3.6 | -0.1
O=c1ccc2cc(S(=O)(=O)N3CCOCC3)ccc2o1 | 8.0 | 39.3 | 0.1 | 2.5 | -1.8 | -1.4 | 3.4 | -1.2 | -12.9
CC(C)(C)c1ccc(C(=O)NCCN2CCCC2)cc1 | 10.9 | -15.0 | -0.8 | -2.9 | -0.2 | 10.4 | -4.0 | -6.2 | 4.6
CCOc1ccc(S(=O)(=O)N2CCC(C(=O)N3CCCCCC3)CC2)cc1C | 26.2 | 23.9 | -1.3 | -1.6 | 0.2 | 17.8 | 10.7 | -0.8 | 5.1
O=C(CN1C(=O)C2CCCCC2C1=O)Nc1ccc(S(=O)(=O)Nc2ncccn2)cc1 (stereo unspecified) | 5.8 | 2.9 | 0.7 | -3.0 | -1.3 | 7.6 | -22.3 | -1.7 | 6.6
COc1ccc(NC(=O)C(=O)Nc2cccc3cccnc23)cc1OC | 7.9 | 0.1 | -5.4 | -0.2 | 1.4 | 2.4 | 8.7 | -1.4 | 6.5
CC(C)(C)NCc1cc(Cl)ccc1OCc1ccccc1F | 14.9 | 22.9 | -1.0 | -3.9 | 0.8 | 14.4 | 11.8 | -3.9 | 9.5
COc1cccc(NC(=S)N2CCC(NC(=O)c3ccco3)CC2)c1 | 10.0 | 5.0 | -1.2 | -4.4 | -0.6 | 15.9 | -4.3 | -4.0 | -7.0
COc1ccc([C@H]2CC(=O)C=C(c3ccc4ncccc4c3)C2)cc1 | 37.8 | 3.9 | -0.5 | -4.0 | 1.1 | 14.6 | -2.0 | -0.9 | -6.4
CC1=C(C(=O)OCC2CCCO2)C(c2ccsc2)C2=C(CC(C)(C)CC2=O)N1 (stereo unspecified) | 18.2 | 15.7 | 1.5 | -1.6 | 0.2 | 13.8 | 12.5 | -2.2 | -7.6

Another view of part of the listing above:
Under each structure – NLRP3 yeast inh | tim10-1 inh | GRIN3A LBD mod | MIN6 prolif | MPTP inh | tim23-1 inh | TIM10 inh | APJ agonist | APJ antag
CCOc1ccc(S(=O)(=O)N(CC(=O)NC2CCCC2)c2ccc(F)cc2)cc1
    -0.8 | 24.4 | 0.4 | -4.1 | 0.4 | 32.8 | 6.5 | 0.2 | 7.7
O=c1c(-c2ccccc2)c(-c2ccccc2)oc2cc(O)cc(O)c12
    -16.4 | 21.8 | 19.5* | -3.0 | 1.1 | 54.6* | 30.5 | -1.8 | 9.7
